# GPR35 arrestin U2OS = GPR35 antagonists blocking zaprinast-driven arrestin recruitment, primary screen, imaging, U2OS, beta-arrestin-GFP, zaprinast agonist (AID 2058); U2OS GPR35 beta-arrestin-GFP translocation imaging, zaprinast antagonism; higher % means a stronger effect; one-dose inhibition, % at 10 µM; IC50 in µM for titrated hits; 290,000 compounds, 0.052% hits;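 active = inhibition of at least 50% with at least 30 cells and total cytoplasm GFP at most 10,000,000; inconclusive = under 30 cells or total GFP of 10,000,000 plus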
# NTR1 agonist = agonists of NTR1, primary screen, imaging, U2OS cells, beta-arrestin-GFP, high content (AID 493036); NTR1-U2OS beta-arrestin-GFP spot imaging, agonist mode; activation, % at 20 µM; 330,000 compounds, 0.17% hits;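 active = activation at or above 40% of the spot to cytoplasm intensity ratio, with at least 20 cells analyzed; inconclusive = wells under 20 cells, flagged as cytotoxic or low count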;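 note: 0% = DMSO without peptide and 100% = 100 nM NTR1 peptide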
# Target sequence (P30989 whole entry, looked up): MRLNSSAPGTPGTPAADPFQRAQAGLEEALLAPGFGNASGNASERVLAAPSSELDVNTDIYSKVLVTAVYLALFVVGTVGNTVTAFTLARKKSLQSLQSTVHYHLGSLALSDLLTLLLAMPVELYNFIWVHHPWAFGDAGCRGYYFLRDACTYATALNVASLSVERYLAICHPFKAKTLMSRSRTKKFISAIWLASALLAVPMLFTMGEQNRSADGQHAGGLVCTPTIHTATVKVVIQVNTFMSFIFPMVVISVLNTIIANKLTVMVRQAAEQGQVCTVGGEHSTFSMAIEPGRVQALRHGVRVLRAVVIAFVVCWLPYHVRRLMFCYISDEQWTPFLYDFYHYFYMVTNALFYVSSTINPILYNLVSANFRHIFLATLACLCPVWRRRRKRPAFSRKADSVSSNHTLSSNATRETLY
# HIV peptide binding = inhibitors of HIV fusion peptide binding, primary screen, biochemical, uHTS, fluorescence dequenching (AID 1986); cell-free peptide binding, fluorescence dequenching, 30 min; higher % means a stronger effect; inhibition, % at 20 µM; hits with a dose series show IC50 in µM; 290,000 compounds, 0.3% hits; in the data active = inhibition mostly above about 52%, no sharp cut-off; inactive = mostly below about 76%; note: some results filed as inactive read as strong as hits
# LYP phosphatase = inhibitors of LYP phosphatase, biochemical, fluorescence intensity, uHTS (AID 1779) | 290,000 compounds, 0.054% hits | inhibition, % at 11.5 µM; hits with a dose series show IC50 in µM | recombinant LYP phosphatase, fluorescence intensity; higher % means a stronger effect; in the data active = inhibition above about 50%;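 note: plate controls were vehicle with enzyme for no effect and no enzyme for full effect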
# SIAH1 antagonists = blockers of Siah-1 interaction with plectin peptide – biochemical, fluorescence polarization, rhodamine-plectin, uHTS, primary screen (AID 1817) | 290,000 compounds, 0.02% hits | Siah-1 / rhodamine-plectin peptide fluorescence polarization; higher % means a stronger effect | one-dose displacement, % at 20 µM; IC50 in µM for titrated hits;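 active = displacement of at least 50% at 20 µM, with a fluorescence ratio check between 0.3 and a set limit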;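 note: plate controls were Siah plus tracer with DMSO for no effect and tracer alone without Siah for full effect; strong numbers were not always called active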
# MgcRacGAP inhibition = MgcRacGAP GTPase-activating activity inhibitors, confirmation, biochemical, ADP Hunter fluorescence; inhibition, % at 30 µM, or IC50 in µM where a hit was titrated; MgcRacGAP-stimulated Rac1 GTP hydrolysis, ADP Hunter fluorescence; higher % means a stronger effect; GST-tagged Rac1 F28L mutant substrate; 340,000 compounds, 0.6% hits; AID 624330;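 active = first-screen hits whose inhibition reached a set limit at any dose in the follow-up dose series; inconclusive = inhibition above the set first-screen limit but never retested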;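 note: fluorescence reports GDP produced by GAP-driven GTP hydrolysis; strong numbers were not always called active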
# Myeloid diff 2 = compounds promoting myeloid differentiation | ER-HoxA9 myeloid progenitors, lysozyme-GFP differentiation, flow cytometry | calls only at 10 µM | 360,000 compounds, 1% hits;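 active = normalized GFP-positive differentiation at or above the plate's own cutoff, the solvent-only control mean plus 3 SD; inconclusive = no clear call, values can overlap the other calls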;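 note: cells exposed to compound for four days before flow analysis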
# GPR55 antagonists = inhibition of LPI-stimulated GPR55 beta-arrestin translocation – imaging, U2OS, beta-arrestin-GFP, LPI agonist, primary screen (AID 2013) | U2OS GPR55 beta-arrestin-GFP translocation imaging, LPI antagonism; higher % means a stronger effect | inhibition, % at 10 µM; hits with a dose series show IC50 in µM | 290,000 compounds, 0.13% hits;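 active = spots per cell inhibited over 60%, with over 100 cells counted and total cytoplasm intensity under 500,000; inconclusive = wells with under 100 cells, flagged as likely toxic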;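 note: U2OS cells stably carrying GPR55 and arrestin-GFP stimulated by 5 µM LPI near EC80; imaged beta-arrestin-GFP aggregate spots per cell after agonist stimulation; plate controls were LPI-stimulated DMSO wells for no effect and DMSO wells without LPI for full effect; some results filed as inactive read as strong as hits; confirmed hits need IC50 under 10 µM and bright autofluorescent wells are also inconclusive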
# Salmonella PhoP GFP = PhoP-dependent GFP reporter repression – Salmonella Typhimurium, primary screen (AID 1863). S. Typhimurium PhoP-regulated promoter GFP reporter, 4 h; higher % means a stronger effect. inhibition, % at 50 µM, or IC50 in µM where a hit was titrated. 300,000 compounds, 0.16% hits;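 active = inhibition over 29.93%, a cutoff 3 SD above the screen mean, later confirmed by dose response; inconclusive = inhibition over 29.93% but no dose response follow-up; inactive = inhibition at most 29.93% or unconfirmed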;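 note: 0% = low Mg2+ inducing control and 100% = high Mg2+ repressing control; strong numbers were not always called active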
# NTR1 agonist cell count 20 µM = also measured in NTR1 agonist; calls as there; cell count; measured here: cell count, cytotoxicity flag
# Myeloid diff 2 GFP+ MAC1+ % = second read-out of Myeloid diff 2, no call of its own (marks repeat the call); GFP+ MAC1+ double positive, %; measured here: differentiation confirmed by MAC1 staining
# * hit, by the source's call; i = inactive; u = inconclusive; x = no result given; + = active, no number.
# Preview, 2 compounds:
SMILES,GPR35 arrestin U2OS,NTR1 agonist,NTR1 agonist cell count 20 µM,HIV peptide binding,LYP phosphatase,SIAH1 antagonists,MgcRacGAP inhibition,Myeloid diff 2,Myeloid diff 2 GFP+ MAC1+ %,GPR55 antagonists,Salmonella PhoP GFP
Cc1[nH]c2ccccc2c1C(=O)CN1CCCCC1CCO (centres undefined),-2%,-0.6,48,-3.7%,-8%,-1%,10%,i,1.0,-9%,-6%
CCn1cc([N+](=O)[O-])c(C(=O)N2N=C(c3ccc4ccccc4c3)CC2c2cc(Br)ccc2O)n1 (centres undefined),7%,6.5,89,-1.2%,11%,-2%,8%,i,0.8,12%,-6%

# The list itself (from the top)
SMILES,GPR35 arrestin U2OS,NTR1 agonist,NTR1 agonist cell count 20 µM,HIV peptide binding,LYP phosphatase,SIAH1 antagonists,MgcRacGAP inhibition,Myeloid diff 2,Myeloid diff 2 GFP+ MAC1+ %,GPR55 antagonists,Salmonella PhoP GFP
Cc1[nH]c2ccccc2c1C(=O)CN1CCCCC1CCO (centres undefined),-2%,-0.6,48,-3.7%,-8%,-1%,10%,i,1.0,-9%,-6%
CCn1cc([N+](=O)[O-])c(C(=O)N2N=C(c3ccc4ccccc4c3)CC2c2cc(Br)ccc2O)n1 (centres undefined),7%,6.5,89,-1.2%,11%,-2%,8%,i,0.8,12%,-6%
O=C(NCC(c1ccco1)N1CCN(c2ccc(F)cc2)CC1)C(=O)NC1CC1 (centres undefined),x,0.6,68,x,x,x,6%,i,1.0,x,6%
COc1ccc(Cc2c(O)nc(SCC(=O)N3CCOCC3)[nH]c2=O)cc1,-3%,-0.4,73,0.3%,-3%,1%,10%,i,0.7,1%,-8%
CCNC(=O)NC(=O)CSc1ccccc1F,-3%,-1.1,58,-2.0%,-4%,9%,0%,i,0.4,7%,4%
COc1ccc(CCC(C)N2CCC(Oc3ccc(C(=O)N4CCCC4)cc3)CC2)cc1 (centres undefined),14%,1.0,73,1.2%,-5%,0%,-7%,i,1.4,-3%,1%
Cc1noc(C)c1COC(=O)c1ccccc1NC(=O)Cc1ccccc1,-1%,1.9,65,1.3%,2%,-3%,1%,i,1.0,0%,9%
COC(=O)C/C=C/[C@@H](C)[C@@H](/C=N/OC[C@H]1O[C@H](c2ccccc2)C=C[C@@H]1Oc1ccc(OC)cc1)OC,13%,-0.7,49,0.6%,9%,-2%,x,x,x,13%,-1%
CC(NC(=O)CN1CCN(c2ccccc2F)CC1)c1ccccc1 (centres undefined),6%,-1.0,57,0.9%,-13%,15%,-6%,i,0.7,-5%,-2%
COc1cc(CC(=O)Nc2ccc3nc(SC)sc3c2)cc(OC)c1OC,4%,1.5,66,0.5%,0%,3%,11%,i,0.4,18%,-8%
CCOC(=O)c1ccc(NC(=O)c2cccc(S(=O)(=O)N3CCOCC3)c2)cc1,-4%,1.9,41,12%,-3%,8%,14%,i,0.4,4%,-9%
COc1ccc(Cn2c(SCC#N)nc3ccc(N4CCOCC4)cc3c2=O)cc1,-13%,1.7,57,4.3%,-4%,6%,2%,i,0.3,32%,6%
COc1ccc(NC(=O)C(OC(=O)c2cnc(C)cn2)c2ccccc2)cc1Cl (centres undefined),x,0.9,74,x,x,x,7%,i,1.1,x,-2%
CN(C)C(CNC(=O)c1ccc(S(=O)(=O)Nc2cccc(C(F)(F)F)c2)cc1)c1ccco1 (centres undefined),x,-0.6,56,x,x,x,4%,i,0.3,x,3%
CCOc1ccc(-n2c(N)c(C(=O)NCc3cccnc3)sc2=S)cc1,0%,-1.9,62,-4.4%,-7%,1%,9%,i,2.9,-1%,-4%
COc1ccc(OCC(=O)Nc2cc(-c3nn(C)c(=O)c4ccccc34)ccc2OC)cc1,16%,1.8,91,-1.6%,-2%,2%,5%,i,3.5,-3%,-4%
CCn1c(C)nc2cc(OC)ccc21,-7%,1.4,103,-1.3%,-6%,0%,12%,i,1.0,16%,1%
Cc1cccn2cc(CNS(=O)(=O)c3cccc(F)c3)nc12,3%,-0.6,98,-0.9%,-4%,4%,8%,i,2.0,4%,9%
O=C(CN1C(=O)CCC1=O)Nc1nc(-c2ccccn2)cs1,-16%,-0.1,89,0.9%,-9%,0%,12%,i,1.3,11%,6%
COc1ccc(-c2noc(CSc3nc4sc(C)c(C)c4c(=O)n3-c3ccccc3)n2)cc1OC,4%,0.2,50,-1.5%,8%,1%,3%,i,9.5,-11%,0%
COc1cc(OC)c(OC)cc1/C=N/Nc1nc2ccccc2[nH]1,-9%,-0.7,47,-2.6%,1%,0%,13%,i,0.8,1%,-10%
CS(=O)(=O)N1CCC(C(=O)Nc2ccc(C(N)=O)cc2)CC1,1%,0.0,102,0.0%,-13%,-2%,7%,i,0.2,9%,6%
Cc1nn(-c2cc(Cl)ccc2N)c(=O)c2ccccc12,2%,-0.3,51,1.3%,1%,1%,4%,+,7.4*,3%,0%
COc1ccc(C2C(C#N)=C(N)Oc3n[nH]c(-c4ccccn4)c32)c(OC)c1OC (centres undefined),5%,-1.4,40,-4.3%,-10%,2%,13%,i,0.3,-5%,10%
COc1ccccc1CNC(=O)/C=C/C(=O)O,2%,2.8,71,-1.8%,-4%,10%,-6%,i,1.0,-3%,-6%
O=C(COc1ccccc1)N=C1SC2CS(=O)(=O)CC2N1c1ccccc1 (centres undefined),-2%,1.1,66,2.1%,0%,2%,7%,i,1.0,2%,-4%
CCCc1cc(=O)n2[nH]c(-c3ccc(C)cc3)cc2n1,11%,0.8,51,-1.2%,-4%,5%,8%,i,0.2,11%,-4%
CCn1cc([N+](=O)[O-])c(C(=O)N2CCCc3ccccc32)n1,-4%,1.8,45,-0.9%,-8%,6%,4%,u,x,-4%,x
Cc1nnc(NC(=O)c2c(-c3ccccc3)noc2C)s1,14%,0.0,48,-0.2%,3%,0%,15%,i,0.7,3%,-6%
O=C(Nc1cccc(C(F)(F)F)c1)c1cnccn1,-2%,0.7,58,-1.8%,-6%,14%,x,i,0.1,58%,28%
O=C(NCc1ccc2c(c1)OCO2)c1cccc(C(=O)NCc2ccc3c(c2)OCO3)c1,9%,1.7,50,-3.7%,-6%,-3%,17%,i,1.4,-1%,1%
COc1cccc2cc(C(=O)NC3CC4CCC3C4)oc12 (centres undefined),-1%,2.5,79,-1.2%,-4%,4%,16%,i,0.5,-2%,-1%
O=C(Cc1ccccc1[N+](=O)[O-])OCN1C(=O)c2ccccc2C1=O,-10%,1.4,68,-0.8%,-6%,8%,12%,i,0.4,28%,-3%
CC(C)(C)c1ccc(C2=CC(c3ccccc3F)n3ncnc3N2)cc1 (centres undefined),x,1.5,92,x,x,x,-4%,i,0.6,x,0%
Cc1ccccc1CNC(=O)c1ccccc1NS(C)(=O)=O,23%,-0.4,39,-1.6%,2%,-4%,1%,i,0.4,10%,5%
C=CCOn1c(C)c(C(C)=O)c2c3nonc3ccc21,-16%,-0.1,51,3.7%,0%,2%,7%,i,0.3,12%,3%
COc1ccc(/C=C(/NC(=O)c2ccccc2)C(=O)NC(Cc2c[nH]c3ccccc23)C(=O)O)cc1 (centres undefined),3%,0.6,55,8.3%,4%,-2%,3%,i,5.9,2%,-6%
Cc1ccc(CNC(=O)C2CCCN(c3nc4ccsc4c(=O)s3)C2)cc1 (centres undefined),3%,13,46,6.6%,3%,2%,7%,i,0.5,-5%,-9%
O=C1C=C(c2ccccc2)OC(c2ccccc2)O1 (centres undefined),20%,0.9,57,-1.5%,0%,1%,2%,i,0.1,8%,-3%
CCCCn1c(=O)c(-c2ccccc2)c(O)c2ccccc21,6%,-0.3,96,-1.5%,-13%,-6%,3%,i,0.3,12%,-15%
Cc1cc(NC(=O)CN2C(=O)NC(C)(c3ccc(OC(F)F)cc3)C2=O)no1 (centres undefined),-15%,2.3,52,-3.1%,-11%,-5%,1%,i,1.0,-8%,11%
O=C(c1ccccc1)N1CCN(C(=O)c2nn3c(C(F)(F)F)cc(-c4ccccc4)nc3c2Br)CC1,4%,3.8,51,-1.9%,-1%,0%,11%,i,0.1,-1%,5%
Nc1ncc(Br)cc1N=Cc1ccccc1,-11%,1.1,79,14%,-7%,-1%,0%,i,0.5,-7%,-4%
COc1ccc(C(=O)N(C)CC2CCN(CCc3cccc(C(F)(F)F)c3)CC2)cc1C,-2%,2.1,68,1.1%,-8%,-2%,-14%,i,0.3,1%,1%
CC(=O)Nc1ccc(S(=O)(=O)N(C)CC(=O)OCC(=O)Nc2cccnc2Cl)cc1,4%,1.8,67,1.7%,-6%,4%,-1%,i,0.4,5%,-12%
COCCNC(=O)c1ccc(NS(C)(=O)=O)cc1,0%,-0.5,43,-3.4%,-4%,-3%,1%,i,0.5,8%,11%
CC1CCCC(C)N1C(=O)COc1ccc([N+](=O)[O-])cc1Cl (centres undefined),-18%,0.6,34,-2.6%,-2%,0%,5%,i,0.9,0%,1%
COc1ccc(NC(=O)C(CC(=O)O)C(C)c2ccccc2)cc1 (centres undefined),8%,0.1,49,-1.0%,-10%,-4%,-1%,i,0.3,-6%,9%
CCOCCCN(C)C1CCN(C(=O)c2oc3ccccc3c2NC(=O)c2ccc([N+](=O)[O-])cc2)CC1,-10%,-0.9,60,0.6%,-9%,-2%,11%,i,0.7,15%,9%

# Complete entries, quoted from the list. Order of screens: GPR35 arrestin U2OS, NTR1 agonist, NTR1 agonist cell count 20 µM, HIV peptide binding, LYP phosphatase, SIAH1 antagonists, MgcRacGAP inhibition, Myeloid diff 2, Myeloid diff 2 GFP+ MAC1+ %, GPR55 antagonists, Salmonella PhoP GFP
# COCCNC(=O)c1ccc(NS(C)(=O)=O)cc1 is entered as 0%, -0.5, 43, -3.4%, -4%, -3%, 1%, i, 0.5, 8%, 11%
# CCOCCCN(C)C1CCN(C(=O)c2oc3ccccc3c2NC(=O)c2ccc([N+](=O)[O-])cc2)CC1 is entered as -10%, -0.9, 60, 0.6%, -9%, -2%, 11%, i, 0.7, 15%, 9%
# CC1CCCC(C)N1C(=O)COc1ccc([N+](=O)[O-])cc1Cl (centres undefined) is entered as -18%, 0.6, 34, -2.6%, -2%, 0%, 5%, i, 0.9, 0%, 1%

# Screens as filed in PubChem BioAssay.
